PP5 inh – blocks human protein phosphatase 5 activity | purified PP5c, OMFP substrate fluorescence | inhibition, % at 6.7 µM | 320,000 tested, 0.18% active;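 active = inhibition above the campaign's mean inhibition across all tested compounds plus 3 SD, cut at about 9.5% in these data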;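 also: 0% = DMSO only and 100% = 100 µM cantharidin control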
GASC-1 inh – human JMJD2C demethylase inhibition; 330,000 tested, 0.069% active; AID 2099; GST-JMJD2C(1-420) H3K9me3 demethylation, DELFIA europium; Q9H3R0; inhibition, % at 2.35 µM;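 active = more than half of a compound's replicate wells show inhibition beyond 50%, single wells judged on their own value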;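 also: signal counts dimethyl H3K9 product captured on neutravidin plate; 0% = median of DMSO wells and 100% = 0.3 times that DMSO median; strong numbers were not always called active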
procasp7 counter – counter-screen: procaspase-7 (human) activation; activation, % at 8.5 µM; recombinant procaspase-7, Ac-DEVD-pNA absorbance 405 nm; D23A/D198A/D206A triple mutant, cannot self-cleave; scale: DMSO 0, 5 µM enzyme 100; P55210; 330,000 tested, 0.093% active;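 active = percent activation above the screen-wide mean plus 3 SD, cut at about 25% in these data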
Target sequence (P55210 whole entry D23A/D198A/D206A): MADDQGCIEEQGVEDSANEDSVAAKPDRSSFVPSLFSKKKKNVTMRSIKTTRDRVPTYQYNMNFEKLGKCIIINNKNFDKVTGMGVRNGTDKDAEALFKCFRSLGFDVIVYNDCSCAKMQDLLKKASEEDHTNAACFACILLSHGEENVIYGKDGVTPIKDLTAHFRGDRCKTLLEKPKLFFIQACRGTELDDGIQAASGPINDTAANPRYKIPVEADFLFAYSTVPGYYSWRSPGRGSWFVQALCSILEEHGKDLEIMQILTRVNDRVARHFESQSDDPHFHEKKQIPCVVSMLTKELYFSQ
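Assay system: Uncleavable procaspase-7 mutant enzyme | Input: 2 µM procaspase-7 mutant as dispensed | Timing: 1 h compound preincubation, 2 h substrate cleavage, 25 °C | Repeats: One well per compound | Control set: DMSO wells as 0%, DMSO with 5 µM added PC-7 as 100% | Technique: Epi-absorbance of released pNA at 405 nm, two timepoints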
TPT1 inhibitor – C. albicans TPT1 enzyme inhibition | recombinant caTPT1, FP RNA substrate dephosphorylation | inhibition, % at 5 µM | 300,000 tested, 0.81% active | AID 1962;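 active = inhibition above the mean of all tested compounds plus 3 SD, set per screening campaign, cut at about 24% in these data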;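 also: plate controls were DMSO alone for no effect and ferristatin control at 100 nM for full effect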
Efflux pump inh – antifungal efflux pump inhibition, Nile Red retention | 330,000 tested, 0.44% active | S. cerevisiae Candida pump triplex | inhibition, % at 10 µM;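 active = plate passing quality check with inhibition over a set limit, or well fluorescence over plate mean plus 4 SD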;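 also: Nile Red retained in pooled yeast measured as flow cytometry median fluorescence; 0% = buffer negative control and 100% = Enniatin B positive control; higher means more Nile Red kept so more efflux inhibition; some compounds called inactive have numbers as strong as hits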
PP1 inh – counter-screen for PP5 inhibitors: inhibitors of human PP1-alpha; AID 2235; purified PP1alpha, OMFP fluorescence; 320,000 tested, 0.9% active; inhibition, % at 6.7 µM;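 active = inhibition above the mean inhibition of all tested compounds plus 3 SD, computed separately for each screening campaign, cut at about 15% in these data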
Target sequence (P62136 whole entry, looked up): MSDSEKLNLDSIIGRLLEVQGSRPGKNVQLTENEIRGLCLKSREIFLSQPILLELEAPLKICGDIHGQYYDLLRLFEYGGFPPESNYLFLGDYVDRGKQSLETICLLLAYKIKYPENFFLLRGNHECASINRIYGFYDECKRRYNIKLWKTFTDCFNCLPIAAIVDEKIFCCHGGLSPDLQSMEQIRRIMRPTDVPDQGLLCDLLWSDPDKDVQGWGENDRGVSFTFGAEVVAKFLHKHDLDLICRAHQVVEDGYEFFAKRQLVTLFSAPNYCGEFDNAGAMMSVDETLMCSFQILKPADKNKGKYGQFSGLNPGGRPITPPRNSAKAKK
CTSL1 counter – blocks F. hepatica cathepsin L1 in PFM18AAP counter-screen. recombinant F. hepatica cathepsin L1, Z-Leu-Arg-MCA fluorescence. inhibition, % at 5.96 µM. 300,000 tested, 0.49% active;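 active = inhibition above the mean of all tested compounds plus 3 SD, set per screening campaign, cut at about 17% in these data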;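 also: 0% = plate median of test compound wells and 100% = 1 µM Z-Phe-Ala-diazomethylketone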
core dimer inh – HCV core protein dimerization inhibition; inhibition, % at 5 µM; 300,000 tested, 0.33% active; TR-FRET GST/Flag-core106 dimerization, 1536-well;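 active = inhibition above the mean of all tested compounds plus 3 SD, set per screening campaign, cut at about 45% in these data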
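test system = GST/Flag-tagged HCV core106 proteins | probe or stimulus = Eu donor and XL665 acceptor anti-tag antibodies | times = compound-protein-antibody incubation 4 h at 22.5 °C | signal = TR-FRET, excitation 340 nm, emission 617 and 671 nm | measure = percent inhibition of core106 dimerization signal | controls = wells lacking GST-core106 and wells with excess unlabelled core106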
procasp3 activ – procaspase-3 (human) activation; P42574; recombinant procaspase-3 D3A, Ac-DEVD-pNA absorbance 405 nm; 330,000 tested, 0.11% active; AID 463141; activation, % at 8.5 µM;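 active = activation above the mean of all tested compounds plus 3 SD, cut at about 21% in these data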;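 also: 0% = DMSO alone and 100% = DMSO wells spiked with extra 5 µM PC-3 D3A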
Target sequence (P42574 whole entry D9A/D28A/D175A): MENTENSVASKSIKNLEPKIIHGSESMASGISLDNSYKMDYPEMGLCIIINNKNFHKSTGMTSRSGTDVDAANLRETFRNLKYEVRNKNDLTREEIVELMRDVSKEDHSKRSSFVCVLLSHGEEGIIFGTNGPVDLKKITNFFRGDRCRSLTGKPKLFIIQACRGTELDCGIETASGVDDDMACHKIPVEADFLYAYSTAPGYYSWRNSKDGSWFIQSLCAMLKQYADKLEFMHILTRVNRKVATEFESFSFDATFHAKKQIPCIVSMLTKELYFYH
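Test system: Procaspase-3 D3A mutant; medium: Zinc-free HEPES/NaCl buffer with 0.01% Triton X-100 at pH 7.4; reagent: DEVD-pNA substrate; doses: one concentration, 8.5 µM nominal, 0.8% DMSO; times: 1 h preincubation plus 2 h reaction at 25 °C; signal: Epi-absorbance at 405 nm of released p-nitroaniline, 0 and 120 min; replicates: singlicate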
The depositor's hits bear a star; x = no result given; & = joins results of further samples.

SMILES	PP5 inh	GASC-1 inh	procasp7 counter	TPT1 inhibitor	Efflux pump inh	PP1 inh	CTSL1 counter	core dimer inh	procasp3 activ
COc1ccc(NC(=O)C(NC(=O)OC(C)(C)C)C(C)OCc2ccccc2)cc1 (stereo unspecified)	1.5	4	11	1	0.0	-3	-2	2	7
Cc1ccc(SCCN2CCN(CCc3ccccc3)CCC2=O)cc1	3.5	-1	-8	-2	x	3	0	-8	14
Nc1ccc(-n2nncc2-c2ccco2)cc1	1.8	7	-19	-6	-0.1	1	-4	4	-7
CCOC(=O)c1c(NC(=O)C2CCCO2)sc2c1CCC2 (stereo unspecified)	0.0	52*	0	-6	-0.1	5	5	3	-5
CC(C)(C)c1ccc(C(=O)NNC(=S)NC(=O)c2cccnc2)cc1	4.1	-5	-15	-2	0.1	0	2	9	-6
CCOC(=O)C1CCN(C(=O)C(C)Oc2ccc(Br)cc2)CC1 (stereo unspecified)	-0.5	-7	6	0	0.0	-1	-2	-2	-5
CCOc1ccc(S(=O)(=O)Nc2nc3ccccc3nc2Nc2ccc(N3CCOCC3)cc2)cc1	6.6	-7	0	28*	1.1	5	3	3	1
O=C(N/N=C\c1ccc(-c2ccc([N+](=O)[O-])cc2)o1)c1ccc2c(c1)OCO2	1.8	8	-7	2	0.0	0	2	4	8
Cc1ccc(Nc2ncnc(N)n2)cc1C	0.0	0	-3	1	0.0	-1	0	-3	-4
C=Cn1cc[n+](CC(=O)c2ccc(OC)cc2)c1	-1.1	13	9	-1	-0.1	-1	-2	1	2
O=C(NC(=S)Nc1ccccc1N1CCOCC1)c1cccc([N+](=O)[O-])c1	3.8	3	9	3	-0.1	1	0	-10	10
COc1ccc(S(=O)(=O)NC2(C(F)(F)F)N=C(c3ccccc3)NC2=O)cc1 (stereo unspecified)	0.9	-22	2	0	0.1	-6	-1	-8	5
CC(C)CC(=O)NC(=S)Nc1cc(C(=O)O)ccc1Cl	0.4	11	-1	-1	0.1	0	-1	-4	-6
CC(C)N(C(=O)Cn1cc(S(=O)(=O)CC(=O)Nc2ccccc2)c2ccccc21)C(C)C	-1.1	5	-7	-3	-0.1	0	-1	-5	1
C/C(=N\N=C(/N)c1nonc1N)c1ccc2c(c1)OCO2	1.2	4	-7	0	0.7	-3	3	-1	-10
O/N=C1\CCSc2ccc(F)cc21	-0.8	1	0	-3	-0.1	-1	-1	0	0
COC(=O)c1c(C)cc(C)n2c1nc1ccccc12	2.7	0	10	-5	0.1	-2	3	-6	1
CS(=O)(=O)N(CC(=O)N1CCCC1)Cc1ccc(F)cc1	-3.5	9	5	0	0.7	13	-3	-10	-1
CC1CN(C(=O)CCNS(=O)(=O)c2ccc(Br)cc2)CC(C)O1 (stereo unspecified)	-1.9	3	8	-2	-0.1	-5	-4	3	0
COc1ccc(/C=C/C(=O)O)cc1S(=O)(=O)N1CCCC1	0.7	6	2	-2	-0.1	-1	3	-7	0

Compounds listed so far with a tert-butyl group (two):
SMILES	PP5 inh	GASC-1 inh	procasp7 counter	TPT1 inhibitor	Efflux pump inh	PP1 inh	CTSL1 counter	core dimer inh	procasp3 activ
COc1ccc(NC(=O)C(NC(=O)OC(C)(C)C)C(C)OCc2ccccc2)cc1 (stereo unspecified)	1.5	4	11	1	0.0	-3	-2	2	7
CC(C)(C)c1ccc(C(=O)NNC(=S)NC(=O)c2cccnc2)cc1	4.1	-5	-15	-2	0.1	0	2	9	-6

The list continues:
SMILES	PP5 inh	GASC-1 inh	procasp7 counter	TPT1 inhibitor	Efflux pump inh	PP1 inh	CTSL1 counter	core dimer inh	procasp3 activ
NC(=O)COC(=O)c1cccc(S(=O)(=O)N2CCCc3ccccc32)c1	-3.0	6	-3	-2	0.6	-5	-7	12	4
CCOC(=O)C1=C(C)NC(C)=C(C(=O)OCC)C1c1ccco1	2.3	-3	2	-2	0.0	-5	1	-2	1
NC(=O)c1ccc(NC(=O)C2CCCC2)cc1	-1.5	7	-2	4	0.1	-1	1	-8	3
CC(CNC(=O)CCS(=O)(=O)c1ccc2c(c1)oc(=O)n2C)c1ccccc1 (stereo unspecified)	2.4	-14	4	-5	0.3	-4	-8	5	6
c1ccc(C(Cc2nc(-c3cccnc3)no2)c2ccccc2)cc1	1.6	-2	-2	2	0.1	-5	-1	8	-1
Cc1ccc(C(=O)Nc2cccc(C(F)(F)F)c2)cc1NC(=O)c1csc(-c2ccncc2)n1	3.9	5	-6	3	0.3	15	2	4	2
Cc1ccc(C(c2nnnn2CC2CCCO2)N2CCN(c3cccc(C)c3C)CC2)cc1 (stereo unspecified)	3.8	-3&1	8	-2	0.0	6	0	-2	4
Cc1c(NC(=O)c2cc(-c3ccco3)on2)c(=O)n(-c2ccccc2)n1C	0.6	6	6	1	0.0	-6	-2	-6	1
O=C(NCc1ccc2c(c1)OCO2)C1CCN(S(=O)(=O)c2cccs2)CC1	2.9	3	-2	-1	0.0	-2	2	1	-9
COc1cc(C(=O)OCC(=O)Nc2c(F)c(F)c(F)c(F)c2F)cc(OC)c1OC	-6.9	0	-5	5	0.0	-6	4	-8	3

Arranged by molecular weight (rising): some entries from above
SMILES	PP5 inh	GASC-1 inh	procasp7 counter	TPT1 inhibitor	Efflux pump inh	PP1 inh	CTSL1 counter	core dimer inh	procasp3 activ
CCOC(=O)C1=C(C)NC(C)=C(C(=O)OCC)C1c1ccco1	2.3	-3	2	-2	0.0	-5	1	-2	1
CC(CNC(=O)CCS(=O)(=O)c1ccc2c(c1)oc(=O)n2C)c1ccccc1 (stereo unspecified)	2.4	-14	4	-5	0.3	-4	-8	5	6
COc1cc(C(=O)OCC(=O)Nc2c(F)c(F)c(F)c(F)c2F)cc(OC)c1OC	-6.9	0	-5	5	0.0	-6	4	-8	3

Further records follow.
SMILES	PP5 inh	GASC-1 inh	procasp7 counter	TPT1 inhibitor	Efflux pump inh	PP1 inh	CTSL1 counter	core dimer inh	procasp3 activ
CCOc1cccc2cc(C(=O)N3CCN(C/C=C/c4ccccc4)CC3)c(=O)oc12	-1.7	7	10	10	0.2	-3	-5	6	2
CC1(C)CC(=O)C(N=Nc2ccc(Cl)cc2)=C(O)C1	-1.1	6	10	-4	-0.1	-1	2	-4	1
O=C(NC(=S)Nc1c(F)cc(F)cc1Br)c1ccc2c(c1)OCCO2	1.6	3	-9	-2	0.0	0	1	-2	-5
Cc1cccc(NC(=O)COC(=O)CCCC2=NS(=O)(=O)c3ccccc3N2)c1	0.1	9	6	-1	-0.1	-1	1	5	3
C/C(=N\O)C(=O)NCC1CCNCC1	1.7	3	-3	-5	0.0	-1	-4	-3	1
Cc1ccc(NC(=O)CSCC(=O)Nc2ccccc2N2CCCC2)cc1	0.5	-8	-6	0	0.2	-5	1	-5	2
CCOc1ccc([N+](=O)[O-])c(N)c1	2.2	-3	7	2	-0.1	2	1	-8	8
COc1cc(C(=S)N2CCCCC2)ccc1OCC(=O)N1CCCC1	-0.2	8	2	-5	-0.2	-2	0	-5	0
COc1ccccc1-c1noc2ncnc(Nc3cccc(C)c3C)c12	-0.1	-10	2	-2	-0.1	0	-2	5	5
Cc1ccc(C(=O)NC(=S)Nc2ccccc2C)cc1	4.7	5	-10	0	0.4	-1	4	6	0
Fc1cccc(-c2n[nH]c(=S)n2-c2ccccc2)c1	1.2	1	-12	-5	-0.1	-2	0	-7	3
CCC(=O)Nc1ccc(C(=O)Nc2c[nH]c(=O)[nH]c2=O)cc1	3.8	-10	-5	4	0.1	-3	1	1	-2
Cc1cc(C(=O)COC(=O)c2cccnc2Cl)c(C)n1CC1CCCO1 (stereo unspecified)	-1.0	4	-5	-2	0.1	-4	-3	0	6
O=C(NC1CCCCC1)C(=O)N(Cc1cccnc1)C(C(=O)NCc1ccco1)c1ccccc1 (stereo unspecified)	0.1	-1	-4	2	0.1	-3	3	3	0
CCSc1nnc(NC(=O)[C@H](C)N2C(=O)C3CC=CCC3C2=O)s1 (stereo partly specified)	1.4	6	8	-1	-0.1	-7	-1	5	2
COc1ccc(C2N(c3ccccc3)C(=O)C2(F)F)cc1OC (stereo unspecified)	1.3	-46	7	1	0.1	1	3	-4	6
Cc1cc(C(=O)CN2C(=O)NC3(CCC(C)CC3)C2=O)c(C)n1C (stereo unspecified)	-1.2	20	0	1	-0.1	3	-1	0	-4
CCOC(=O)C1=C(N)N2C(=O)C(C)SC2=C(C(=O)OCC)C1c1ccc(O)cc1 (stereo unspecified)	1.6	0	8	3	0.0	-3	2	5	4
COc1ccc(S(=O)(=O)N(CC(=O)N2CCOCC2)c2ccc(F)cc2)cc1OC	-1.3	30	-3	3	0.0	-5	3	-10	1
COc1ccc(OCCOC(=O)c2cccs2)cc1	2.4	3	-1	0	0.2	2	1	-1	11
CC(C)(C)S(=O)(=O)c1cnc(-c2cnccn2)nc1N	3.3	-5	5	-2	0.2	-4	0	0	6
CSc1ccc(CN2CCC(CO)(Cc3ccc(Cl)cc3)CC2)cc1	1.1	0	1	1	0.1	1	-1	-7	-2
Cc1cccn2c(=O)nc(SCC(=O)NCc3ccc(F)cc3)nc12	-2.8	2	7	-1	0.0	-3	3	-3	7
COc1ccc(NC(=O)c2oc3ccccc3c2NC(=O)c2ccco2)cc1	2.8	-1	4	1	0.3	0	1	9	-2
CC1=C(C(=O)Nc2ccc([N+](=O)[O-])cc2)C(c2cccc(C(F)(F)F)c2)NC(=S)N1c1ccccc1 (stereo unspecified)	7.0	-2	-4	0	-0.3	11	3	18	-6
CCN(CC(=O)NC(C)C)C(=O)c1ccc(S(=O)(=O)N(C)c2ccccc2OC)cc1	0.7	-17	1	0	0.0	-1	-5	0	6
Cc1cc(Br)ccc1NC(=O)c1ccc(-n2cncn2)c([N+](=O)[O-])c1	1.8	-4	2	-2	-0.1	-2	-4	-4	6
N/C(CCN1CCOCC1)=N/O	-0.1	7	5	-1	-0.1	-2	-3	1	4
COc1ccc(/C=N/n2cnc3c([nH]c4ccc(C)cc43)c2=O)cc1CN1CCCC1	0.4	5	0	-3	-0.2	2	-4	-2	-1
COc1ccc(NC(=O)CN2CCCN(S(=O)(=O)c3ccc(F)cc3)CC2)cc1	0.8	7	6	0	-0.2	2	0	-1	10
COc1ccc(/C=C/C(=O)NC(=S)NCCc2ccc(OC)c(OC)c2)cc1	2.8	1	5	2	0.1	2	1	1	-10
CCOc1cc(C(=O)Nc2ccc([N+](=O)[O-])cn2)cc(OCC)c1OCC	1.8	-11	-1	-1	0.3	-2	3	-3	-8
Cc1cc(=O)oc2c(C)c(OCC(=O)NCCCn3ccnc3)ccc12	-0.6	12	12	-3	0.0	-1	-3	-1	4
COc1cc(CNc2nc3ccccc3s2)cc(OC)c1OC	2.3	-14	-4	-2	-0.1	-2	-4	2	-9
O=S(=O)(c1cccs1)N1CCN(CC(O)COc2cc(Cl)ccc2Cl)CC1 (stereo unspecified)	5.1	19	-8	-6	-0.1	2	-1	-2	1
CCCCOc1ccc(/C=C/C(=O)NCCc2nc3ccccc3[nH]2)cc1	4.5	3	-5	0	0.1	6	1	-2	7

Source: PubChem
